# Source: PubChem BioAssay
# Growth percent in the NCI-60 one-dose screen (48 h, 10 µM unless noted): 100 = growth as untreated, 0 = no growth, -100 = all killed.
# A549/ATCC: A549/ATCC NSCLC. 81,000 tested, 3.7% active. AID 1794740
# M14: M14 melanoma; AID 1794745; 80,000 tested, 6.2% active
# EKVX: EKVX NSCLC | AID 1794765 | 71,000 tested, 3% active
# UACC-257: UACC-257 melanoma | AID 1794764 | 78,000 tested, 4.4% active
# SK-MEL-2: SK-MEL-2 melanoma; 77,000 tested, 4.7% active; AID 1794763
# MALME-3M: MALME-3M melanoma; 78,000 tested, 5.8% active; AID 1794766
# SK-MEL-5: SK-MEL-5 melanoma. 80,000 tested, 6.4% active. AID 1794755
# UACC-62: UACC-62 melanoma; 81,000 tested, 5.4% active
# Active calls of the source: *; x = not tested or not shown; [ ] = dose if it differs, or a comment. The calls were made as follows: active = growth percent below 10; inactive = the rest. Random draw from the library; overall some 9.8% were active at least once.
entry	Molecule	A549/ATCC	M14	EKVX	UACC-257
1	O=[N+]([O-])c1ccc(Oc2cccc3ccccc23)c([N+](=O)[O-])c1	90	101	100	97
2	COc1ccc2c(c1)c(-c1nnc(-c3cn(C)c4ncccc34)o1)cn2C	65	89	78	87
3	C/C(=N/O)c1ccc(N2C(=O)c3ccc(C(C)(C)C)cc3C2=O)cc1	91	100	83	97
4	O=C1CCSC(=S)N1CCc1ccccc1	104	104	95	99
5	COc1cc(/C=C/C(=O)Nc2ccc3c(c2)/C(=C\c2cc(OC)c(OC)c(OC)c2)C(=O)N3)cc(OC)c1OC	88	81	x	62
6	CC(C)(C)OC(=O)CC(S(=O)(=O)c1ccccc1)S(=O)(=O)c1ccccc1	112	116	112	92
7	CCCCCCCCCCCCOC(=O)c1nn(C(C)=O)c2ccccc12	102	103	97	95
8	COc1cc(/C=C/C(=O)c2ccc(NC(=O)CSc3nnc(-c4cc(-c5ccc(S(C)(=O)=O)cc5)nc5ccccc45)n3-c3ccccc3)cc2)cc(OC)c1OC	104	102	103	104
9	O=C1NN(C(=O)c2ccc3ccccc3c2)C(c2ccccc2)=N/C1=C/c1ccoc1	89	87	71	88
10	CCCC(C(C)=O)C(C)=O	95	106	x	90
11	COC(=O)C(Cc1ccc(O)cc1)n1cc(COc2nc(Cl)nc(N3CCCC3)n2)nn1 (stereo unspecified)	97	96	100	97
12	O=c1c2ccccc2nc(SCc2ccc(Cl)cc2)n1CCc1ccccn1	58	75	x	60

entry	SK-MEL-2	MALME-3M	SK-MEL-5	UACC-62
1	93	95	95	x
2	79	80	45	64
3	106	100	96	83
4	99	103	98	95
5	54	x	56	x
6	114	-41*	94	103
7	99	113	101	94
8	107	103	87	93
9	76	109	84	74
10	111	100	106	104
11	109	107	103	97
12	88	79	28	53

# Next entries follow:
entry	Molecule	A549/ATCC	M14	EKVX	UACC-257
13	COCC(O)CN1CCN(c2ccccc2)CC1 (stereo unspecified)	102	98	97	x
14	CN(C)C(=O)OC/C=C/c1ccccc1	87	100	94	86
15	COc1cc2nccc(Oc3ccc(NC(=O)C4(C(=O)Nc5ccc(F)cc5)CC4)cc3)c2cc1OC(=O)c1ccc(N)cc1	34	11	26	34
16	CCCCCCCOc1cccc(/C=C2\N=C3SCCCN3C2=O)c1	92	102	93	114
17	CCOC1=Nn2c(CCC(=O)c3nc4ccccc4[nH]3)nnc2SC1	101	106	105	104
18	CCN1C(=O)N(CC)C2C1NN=c1s/c(=C\c3cccc(F)c3)c(=O)n12 (stereo unspecified)	27	48	64	x
19	Cc1ccc(C)c2c1sc1nc(Oc3ccc(Cl)cc3)c(C#N)c(=N)n12	102	104	x	x
20	O=C1OC(c2ccc3c(c2)CCCC3)=C/C1=C/C=C\c1ccccc1	89	98	97	98
21	CCN1C(=S)N(c2ccccc2)C2C1NN=c1s/c(=C3\C(=O)N(C(C)C)c4ccccc43)c(=O)n12 (stereo unspecified)	58	82	101	93
22	Brc1ccc2oc3ccccc3c2c1	106	92	x	105
23	Nc1c(C(=O)c2ccccc2)nnc2ncnn12	95	x	x	95
24	Cc1ccc(S(=O)(=O)OCCCCCCCCCCOS(=O)(=O)c2ccc(C)cc2)cc1	87	90	x	96

entry	SK-MEL-2	MALME-3M	SK-MEL-5	UACC-62
13	101	99	98	94
14	98	96	106	98
15	31	26	34	40
16	95	139	90	80
17	99	98	103	99
18	52	49	-31*	33
19	x	94	97	81
20	95	106	97	103
21	107	61	92	84
22	122	89	93	95
23	92	107	99	100
24	104	103	86	83

# Next section.
entry	Molecule	A549/ATCC	M14	EKVX	UACC-257
25	COc1ccc(C2CC(c3ccccc3)=NN2c2nc(C)c(C(C)=O)s2)cc1 (stereo unspecified)	99	97	95	102
26	COc1ccc(-c2nc3ncccn3c2-c2nnc(-c3cc(OC)c(OC)c(OC)c3)o2)cc1	91	96	93	102
27	COc1cccc(Nc2sc(C(=O)c3cc4cc(Cl)ccc4o3)c(N)c2C#N)c1	102	103	x	116
28	CCOC(=O)c1cc(C(=O)c2cc(OC)c(OC)c(OC)c2)n2ccc3ccccc3c12	102	110	99	89
29	CCCCCCCCCCNC(=O)C(C)O (stereo unspecified)	114	107	100	121
30	COC(=O)[C@@]1(C)CC[C@]2(C)CC[C@]3(C)C(=CC[C@@H]4[C@@]5(C)CCC(=O)NC(C)(C)[C@@H]5CC[C@]43C)[C@@H]2C1	105	102	112	110
31	Cc1cc(=O)oc2cc(Oc3nc(-c4ccc(Cl)cc4)cn4c(-c5ccc(Cl)cc5)cnc34)ccc12	101	64	106	88
32	NC(=S)N/N=C/c1ccccc1O	99	99	x	94
33	COc1ccc(C(=O)CC2c3ccccc3NC(=O)N2Cc2ccccc2)cc1OC (stereo unspecified)	101	99	96	x
34	COc1ccc(-c2csc(NC(=O)c3ccc(O)c(O)c3)n2)cc1	45	81	x	75
35	O=C(O)COc1ccccc1O	86	94	99	91
36	C=CCNC(=S)Nc1ccccc1	88	106	103	86

entry	SK-MEL-2	MALME-3M	SK-MEL-5	UACC-62
25	98	95	103	91
26	x	x	75	81
27	x	100	101	108
28	110	104	100	96
29	110	108	97	90
30	104	104	96	91
31	106	44	84	99
32	109	94	99	105
33	91	86	102	x
34	99	x	56	x
35	100	92	105	96
36	92	105	102	x

# (list continues)
entry	Molecule	A549/ATCC	M14	EKVX	UACC-257
37	COc1ccc(C(C)=O)c(C)c1OC	99	110	112	96
38	CC(C)(C)[Si](C)(C)OCC1OC(n2cnc3c(=O)[nH]cnc32)CC1O (stereo unspecified)	101	103	100	104
39	Cc1ccc2nc(N=C(N)N)[nH]c2c1	103	111	111	122
40	O=C(COc1ccc([N+](=O)[O-])cc1Cl)N1CCOCC1	150	115	98	115
41	CC(C)(C)c1ccc(/C=C/C(=O)Nc2ccc(O)cc2)cc1	65	28	89	65
42	COc1ccc(/C=C\c2cc(OC)c(OC)c(OC)c2)cc1OCC(=O)Nc1nc2ccccc2s1	30	28	56	54
43	O=C(N/N=C\c1ccc([N+](=O)[O-])cc1)c1ccc2nc(-c3ccc(Br)cc3)[nH]c2c1	27	3.5*	45	18
44	N=C(N)c1ccc(-c2ccc(-c3cccs3)o2)o1	96	98	90	98
45	C=CCC(O)c1ccc(OC)c(OC)c1 (stereo unspecified)	78	102	102	91
46	C/C=C(\C)C(=O)NC1=CC[C@@]2(C)C(=CCC3C2CC[C@@]2(C)C3CC[C@@H]2C(C)N(C)C)C1=O (stereo partly specified)	61	-32*	32	2.5*
47	CN(C(=O)NCc1cccc(F)c1Cl)[C@H](COC(=O)Nc1cc2ccccc2cn1)CC(O)CO (stereo partly specified)	81	99	77	102
48	Nc1ccc(C(=O)/C=C/c2cc3ccccc3nc2Cl)cc1	99	90	90	90

entry	SK-MEL-2	MALME-3M	SK-MEL-5	UACC-62
37	108	92	105	97
38	99	x	95	103
39	121	141	94	109
40	117	148	103	99
41	95	67	51	55
42	27	50	-64*	28
43	52	6.9*	2.5*	31
44	104	85	96	97
45	88	104	102	101
46	86	-43*	-35*	-16*
47	113	100	103	106
48	107	105	85	72

# Fetched one by one from the entries so far, 2 records:
entry	Molecule	A549/ATCC	M14	EKVX	UACC-257
48	Nc1ccc(C(=O)/C=C/c2cc3ccccc3nc2Cl)cc1	99	90	90	90
47	CN(C(=O)NCc1cccc(F)c1Cl)[C@H](COC(=O)Nc1cc2ccccc2cn1)CC(O)CO (stereo partly specified)	81	99	77	102

entry	SK-MEL-2	MALME-3M	SK-MEL-5	UACC-62
48	107	105	85	72
47	113	100	103	106

# Next section
entry	Molecule	A549/ATCC	M14	EKVX	UACC-257
49	O=C(Cc1ccc([N+](=O)[O-])cc1)Oc1ccccc1	111	106	128	110
50	COc1cc(C2=NN(c3cc(Cl)cc(Cl)c3)C(c3sc(N(C)Cc4ccccc4)nc3Cl)C2)cc(OC)c1OC (stereo unspecified)	79	94	96	82
51	CN1CCN(CCCOc2ccc3nc(Nc4ccc(Cl)c(C(F)(F)F)c4)ccc3c2)CC1	55	-12*	72	x
52	O=C(NC1CCc2c1ccc(Cl)c2Cl)c1cc2c([nH]c1=O)CCCC2 (stereo unspecified)	94[50 µM]	103[50 µM]	89[50 µM]	103[50 µM]
53	COc1ccc(-c2nc3sc(C)nn3c2-c2nc3ccc(C)cc3[nH]2)cc1	101	108	x	103
54	COc1ccc(-c2nc3sccn3c2-c2ccnc(S(C)(=O)=O)n2)cc1	105	102	80	111
55	CC1(C)Oc2cc3oc(=O)ccc3cc2C[C@@H]1OCCOS(=O)(=O)c1ccc([N+](=O)[O-])cc1	94	105	96	91
56	CC(=O)Nc1cc(C(C)=O)n(CCc2c[nH]c3ccc(O)cc23)c1	80	96	95	79
57	COc1cc2nc(Cc3ccc(C#N)cc3)[nH]c(=O)c2cc1OC	103	x	100	105
58	COc1ccc(CCNC(=O)c2onc(-c3ccccc3)c2-c2cc(OC)c3c(c2OC)OCO3)cc1OC	104	108	94	107
59	CCCCNc1nnc2n(Cc3ccccc3)c(=O)c3c4c(sc3n12)CCCC4	38	56	61	54
60	NC1=NC(c2cccc([N+](=O)[O-])c2)c2sc3ccc(Cl)cc3c2N1 (stereo unspecified)	103	104	80	103

entry	SK-MEL-2	MALME-3M	SK-MEL-5	UACC-62
49	102	146	105	101
50	81	93	102	74
51	90	56	77	x
52	117[50 µM]	100[50 µM]	94[50 µM]	82[50 µM]
53	104	106	95	98
54	100	75	99	77
55	92	97	93	85
56	86	95	100	100
57	94	78	104	100
58	91	114	94	74
59	42	40	28	32
60	105	110	96	91

# Following part:
entry	Molecule	A549/ATCC	M14	EKVX	UACC-257
61	O=C1CN(CCN2CC(=O)N(Cc3ccccc3)C(=O)C2)CC(=O)N1Cc1ccccc1	102	109	99	98
62	COC(=O)c1cc(I)ccc1O	x	97	106	x
63	O=C(Nc1cccc(Cl)c1)Oc1c(Cl)c(Cl)c(Cl)c(Cl)c1Cl	97	97	79	110
64	COc1cccc(-c2nc3occn3c2-c2ccnc(NCCNS(=O)(=O)c3ccc(F)cc3)n2)c1	81	68	87	101
65	CCNC(=S)n1nc(-c2cccc(Cl)c2)nc1N	106	100	81	103
66	COc1ccc(C2=NN(C(C)=O)C(c3cn(-c4cccc(Cl)c4)nc3-c3ccc(OC)cc3)C2)cc1 (stereo unspecified)	72	97	92	88
67	O=C(OCC(COC(=O)c1ccccc1)(COC(=O)c1ccccc1)[N+](=O)[O-])c1ccccc1	x	106	96	x
68	COc1ccc2[nH]c(=O)cc(-n3ncc(C(C)=O)c3C)c2c1	100	98	94	107
69	Cc1cc(O)c2c(c1)C1OC(=O)CCCCCCN1C1=C2C(=O)c2cccc(OC3CC(O)C(O)C(C)O3)c2C1=O (stereo unspecified)	75	104	96	x

entry	SK-MEL-2	MALME-3M	SK-MEL-5	UACC-62
61	106	103	100	103
62	108	103	103	108
63	100	101	91	90
64	93	74	61	53
65	96	90	101	97
66	114	93	91	86
67	x	106	103	x
68	99	93	101	93
69	95	119	97	110

# Part of the list above, with each value named.
64	COc1cccc(-c2nc3occn3c2-c2ccnc(NCCNS(=O)(=O)c3ccc(F)cc3)n2)c1
  A549/ATCC: 81
  M14: 68
  EKVX: 87
  UACC-257: 101
  SK-MEL-2: 93
  MALME-3M: 74
  SK-MEL-5: 61
  UACC-62: 53

68	COc1ccc2[nH]c(=O)cc(-n3ncc(C(C)=O)c3C)c2c1
  A549/ATCC: 100
  M14: 98
  EKVX: 94
  UACC-257: 107
  SK-MEL-2: 99
  MALME-3M: 93
  SK-MEL-5: 101
  UACC-62: 93

# Full records, quoted from the list. Values in the order: A549/ATCC, M14, EKVX, UACC-257, SK-MEL-2, MALME-3M, SK-MEL-5, UACC-62
# Shown for COC(=O)c1cc(I)ccc1O → x, 97, 106, x, 108, 103, 103, 108
# Shown for COc1ccc(C2=NN(C(C)=O)C(c3cn(-c4cccc(Cl)c4)nc3-c3ccc(OC)cc3)C2)cc1 (stereo unspecified) → 72, 97, 92, 88, 114, 93, 91, 86
# Shown for O=C(OCC(COC(=O)c1ccccc1)(COC(=O)c1ccccc1)[N+](=O)[O-])c1ccccc1 → x, 106, 96, x, x, 106, 103, x
# Shown for O=C1CN(CCN2CC(=O)N(Cc3ccccc3)C(=O)C2)CC(=O)N1Cc1ccccc1 → 102, 109, 99, 98, 106, 103, 100, 103
# Shown for CCNC(=S)n1nc(-c2cccc(Cl)c2)nc1N → 106, 100, 81, 103, 96, 90, 101, 97
